Screening results (PubChem)
TDP43 rescue – rescues yeast growth from TDP-43 toxicity; TDP-43 expressing yeast growth rescue, BacTiter-Glo, 24 h; Potency, µM (highest dose often 46.1 µM), for the others: at the top dose growth rescue (activation), actives largely listed as activators; 1.8% of 410,000 active; also: potency is read from the fitted curve at half-maximal effect; % of control where 0% means no effect; nearly all actives have a fitted effect of over 50% in size
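Yeast expressing TDP-43 (pregrown in raffinose, seeded at OD600=0.02 in galactose medium) exposed to compounds 24 hr at 30 deg C. Growth read by BacTiter-Glo luminescence; rescue of toxicity appears as increased signal.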
FUS suppressor – rescues growth of FUS-expressing yeast; S. cerevisiae FUS-expressing, growth rescue, OD600, 24 h; Potency, µM (highest dose often 76.6 µM), inactives show at the top dose growth rescue (activation), hits mostly activators; 0.24% of 390,000 active;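 also: potency is read from the fitted curve at half-maximal effect; plate controls were DMSO vehicle for no effect and reference control for full effect; nearly all actives have a fitted effect of over 55% in size; some results filed as inactive show a strong effect at the top dose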
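Cultures pregrown in 2.5% raffinose medium are shifted to minimal medium containing 2% galactose to express toxic FUS. Compounds are tested at several concentrations. After 24hr at 30C, growth is quantified at 600 nm absorbance.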
D3 antag – blocks the human D3 dopamine receptor. 2.5% of 360,000 active. P35462. AID 652054. max response, negative = inhibition, %. D3R cells, DiscoveRx beta-arrestin luminescence, antagonist mode; stronger effect = lower value; in the data active = max response below about -50%; inconclusive = no clear call, values can overlap the other calls; also: % is scaled to controls: 0 for no effect and ±100 for the full control effect; mostly tested at two doses, the higher about 12 µM
Target sequence (P35462 whole entry, looked up): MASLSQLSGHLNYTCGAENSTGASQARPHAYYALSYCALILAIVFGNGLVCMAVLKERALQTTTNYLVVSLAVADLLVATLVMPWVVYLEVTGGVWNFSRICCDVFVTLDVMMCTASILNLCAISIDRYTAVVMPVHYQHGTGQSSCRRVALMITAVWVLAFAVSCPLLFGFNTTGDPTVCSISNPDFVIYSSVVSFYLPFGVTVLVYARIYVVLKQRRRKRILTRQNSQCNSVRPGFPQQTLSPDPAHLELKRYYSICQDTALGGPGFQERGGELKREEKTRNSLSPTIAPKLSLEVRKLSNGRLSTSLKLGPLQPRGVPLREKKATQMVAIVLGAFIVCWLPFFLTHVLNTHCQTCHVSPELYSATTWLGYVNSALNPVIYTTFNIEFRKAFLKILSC
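Cells expressing the human receptor were seeded at 1500 cells/well, incubated overnight at 37 degrees C in 5% CO2, then exposed to library compounds with dopamine controls for 90 minutes at 37 degrees C before luminescent detection.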
EPAC2 ag – activates human EPAC2 exchange factor; 0.079% of 360,000 active; EPAC2 activation, biochemical qHTS; response scale: 100% = 6.5 mM cAMP response; AID 720711; Potency, µM (series often up to 154 µM), inactives show at the top dose activation, actives largely listed as activators; also: potency is read from the fitted curve at half-maximal effect; nearly all actives have a fitted effect of over 50% in size
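Nucleotide exchange monitored as fluorescence drop when BODIPY-GDP leaves Rap1B. Reaction: 100 nM EPAC2, 250 nM RAP1B-BODIPY-GDP, 50 uM GDP, room temperature, kinetic read over 30 min. Activity expressed relative to 6.5 mM cAMP.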
DRD3 agonist – activates the human D3 dopamine receptor. D3R DiscoveRx beta-arrestin cells, luminescence, 90 min. 0.58% of 410,000 active. max activation, %. P35462; in the data active = max activation above about 30%; also: 0% is about no effect; mostly tested at two doses, the higher about 12 µM
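Agonist mode: compounds and dopamine controls were applied to plated cells for 90 min at 37 degrees C after an overnight attachment at 1500 cells/well. Luminescent read-out followed 30 - 60 minutes at room temperature with DiscoveRx detection reagent.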
EPAC2 antag – blocks human EPAC2 exchange factor; EPAC2 GEF exchange of Rap1B-BODIPY-GDP, fluorescence; Potency, µM (doses to about 114 µM), for the others: at the highest dose activity, negative = inhibition, usual class: inhibitors; 0.18% of 360,000 active; AID 720708; also: potency is read from the fitted curve at half-maximal effect; % is scaled to controls: 0 for no effect and ±100 for the full control effect; nearly all actives have a fitted effect of over 45% in size; many of its hits are not listed in these tables
Abeta yeast res – restores growth of yeast expressing A-beta42 peptide; yeast expressing A-beta42, growth rescue, OD600, 48 h; response scale: 0% DMSO, 100% iron-clioquinol control; Potency, µM (doses to about 46.1 µM), inactives show at the highest dose growth rescue, most hits filed as activators; AID 1347071; 0.063% of 410,000 active; also: potency is read from the fitted curve at half-maximal effect; nearly all actives have a fitted effect of over 55% in size
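Growth rescue measured by 600 nm absorbance after 48 h yeast culture at 30 C with compound. Values normalized between DMSO and an equimolar ferric chloride plus clioquinol control.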
aSyn rescue – inhibitors of alpha-synuclein toxicity in yeast; 0.14% of 370,000 active; Yeast expressing alpha-synuclein, growth rescue, BacTiter-Glo, 24 h; AID 652106; Potency, µM (titrated, usually from 46.1 µM), without a hit: top-dose growth rescue (activation), hits mostly activators; also: potency is read from the fitted curve at half-maximal effect; % of control where 0% means no effect; nearly all actives have a fitted effect of over 65% in size
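Galactose-induced alpha-syn yeast (OD600=0.02, raffinose-pregrown) + pinned cpd, 24 hr, 30 deg C; growth by BacTiter-Glo luminescence. Growth restoration scores as activation.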
* marks the source's active call; other numbers are inactive results; ? = inconclusive; . = no result given; [ ] = remark or other dose. Unless noted, calls follow the shape of the dose curve; as a rule, active = well fitted curve in the direction sought with a large enough effect; inconclusive = small, poorly fitted or top-dose-only effect, or another doubt; inactive = no such curve, though single readings can be large; an effect the other way counts as inactive or inconclusive. Not all compounds are listed; the hit share may differ from the screen's.

SMILES	TDP43 rescue	FUS suppressor	D3 antag	EPAC2 ag	DRD3 agonist	EPAC2 antag	Abeta yeast res	aSyn rescue
CN1C(=S)SC(/[N+]([O-])=C\c2ccc(Cl)cc2)C1(C)C (stereo unspecified)	-15%	-2%	-9	-3%	-1	2%	-13%	-3%
Cc1ccc(C)c(S(=O)(=O)Nc2ccc(C(=O)NCCCN3CCOCC3)cc2)c1	-19%	19%	-15	2%	-7	-10%	-7%	1%
COc1cccc(C2c3[nH]c4ccccc4c3CCN2C(=O)Cn2cncn2)c1OC (stereo unspecified)	-11%	11%	3	15%	5	-7%	11%	5%
CCOC(=O)C1=NNC(C(=O)c2ccc(Cl)cc2)C1c1ccccc1 (stereo unspecified)	0%	29%	-5	11%	1	-12%	8%	17%
CCN(CC)C(=O)Cn1c(=O)n(-c2ccc(Cl)cc2)c(=O)c2c3c(sc21)CCCCC3	0%	-19%	.	.	6	.	6%	.
Cc1cc(Nc2c(C#N)c(N)nn2C)ccc1F	-7%	-9%	-15	6%	3	12%	-14%	19%
Cc1ccc2cc3cc(C(=O)N4CCN(c5ccccc5)CC4)sc3nc2c1	21%	-12%	.	.	7	.	-3%	.
CC(C)C(=O)NCC(c1ccc2c(c1)OCO2)N1CCN(c2ccccc2)CC1 (stereo unspecified)	8%	-1%	.	.	-20	.	-16%	.
Cn1ncc([N+](=O)[O-])c1C(=O)Nc1nc2ccccc2n1CCN1CCCCC1	5%	10%	-14	-19%	-13	-9%[57.1 µM]	16%	0%
O=C(Nc1nc(-c2ccc(Cl)cc2)cs1)C1CCCO1 (stereo unspecified)	?	4%	9	6%	-8	-11%	1%	2%
CNC(=S)Nc1ccc(OC)c(OC)c1	-6%	16%	4	1%	1	2%	-2%	2%
Cc1ccc2c(c1)N(C(=O)Nc1ccc(Br)cc1F)CCO2	?	-29%	.	.	-11	.	-10%	.
Cc1ccc(CN2CCN(CC(=O)NC(C)c3ccc4c(c3)OCCO4)C2=O)cc1 (stereo unspecified)	1%	10%	-17	5%	-1	8%	-18%	1%
CCOc1ccc(CCNC(=O)CCCc2nnc3n(CC)c(=O)c4sccc4n23)cc1	0%	-4%	.	.	8	.	-4%	.
O=C(COc1ccccc1)Nc1cccc2c1CCCC2	23%	6%	6	-5%	7	5%	-6%	5%
O=C(CCCc1nc(-c2ccccc2Cl)no1)NC1CCCC1	22%	-11%	16	6%	2	2%	9%	-1%
O=C(c1cccs1)N1C[C@@H](O)[C@H](n2cc(-c3ccc(F)cc3)nn2)C[C@@H]1c1ccccc1	27%	?	-19	?	-14	5%	-4%	-2%
CCOC(=O)c1cc2c(ccc3ccccc32)oc1=O	2%	-7%	3	4%	11	-5%	-17%	-15%
CN(C)CCCN(Cc1cc2cc3c(cc2[nH]c1=O)OCO3)C(=S)Nc1ccccc1	15%[9.22 µM]	11%	9	5%	0	14%	-4%	6%
CCOc1ccc(-n2ccc(=O)c(C(=O)Nc3ccc(S(=O)(=O)Nc4ncccn4)cc3)n2)cc1	8%	26%	18	-4%	-1	-1%	-3%	-3%
O=C(O)c1cccc(Cn2c(Cl)c(/C=N/NC(=O)c3ccco3)sc2=O)c1	13%	18%	-9	6%	-3	0%	2%	1%
O=C(OCc1nnc(-c2ccccc2)o1)c1cccc(S(=O)(=O)N2CCOCC2)c1	?	20%	-13	10%	3	-5%	20%	3%
Cc1ccccc1OC(C)C(=O)NCc1cccnc1 (stereo unspecified)	-5%	-18%	2	4%	2	-4%	5%	0%
Cn1cnc([N+](=O)[O-])c1SCCO	0%	-14%	12	12%	5	4%	7%	-5%
CC(=O)N1CCCc2cc(S(=O)(=O)N3CCN(c4ccc(F)cc4)CC3)ccc21	12%	0%	.	.	-2	.	8%	.

Taken from the results shown for reference:
SMILES	TDP43 rescue	FUS suppressor	D3 antag	EPAC2 ag	DRD3 agonist	EPAC2 antag	Abeta yeast res	aSyn rescue
CN1C(=S)SC(/[N+]([O-])=C\c2ccc(Cl)cc2)C1(C)C (stereo unspecified)	-15%	-2%	-9	-3%	-1	2%	-13%	-3%
Cc1ccc(C)c(S(=O)(=O)Nc2ccc(C(=O)NCCCN3CCOCC3)cc2)c1	-19%	19%	-15	2%	-7	-10%	-7%	1%
COc1cccc(C2c3[nH]c4ccccc4c3CCN2C(=O)Cn2cncn2)c1OC (stereo unspecified)	-11%	11%	3	15%	5	-7%	11%	5%

Additional records.
SMILES	TDP43 rescue	FUS suppressor	D3 antag	EPAC2 ag	DRD3 agonist	EPAC2 antag	Abeta yeast res	aSyn rescue
O=C(Nc1cccc(S(=O)(=O)N2CCCCC2)c1)C1CC(=O)N(Cc2ccco2)C1 (stereo unspecified)	5%[9.22 µM]	13%	-2	3%	10	3%	-9%	-3%
COc1ccccc1CNC(=O)C1CCCCN1S(=O)(=O)c1ccccc1 (stereo unspecified)	20%	-21%	-23	7%	-1	1%	-8%	9%
O=C(COc1cc(Cl)c(Cl)cc1Cl)Nc1ccncc1	-4%	?	-20	8%	-7	-8%	-28%	5%
CCOC(=O)C1CCCN(C(=O)c2cc(-c3ccccc3)cs2)CC1 (stereo unspecified)	18µM*	25%	-16	15%	-7	-17%	-8%	-5%
COC(=O)CC1(C(=O)OC)Oc2ccc(Br)cc2C(=O)N1c1ccc(Br)cc1Cl (stereo unspecified)	13%	24%	-1	11%	9	-3%	25%	9%
Cc1cccc(C(=O)Nc2ccc(N3CCN(c4ccc(C(F)(F)F)cn4)CC3)nc2)c1	21%	8%	-1	8%	13	3%	4%	7%
CCC(C)c1ccc(NC(=O)c2ccco2)cc1 (stereo unspecified)	?	-17%	7	8%	5	-3%	-48%[inhibitor]	-37%[inhibitor]
Cc1ccc(C2SCCN2C(=O)c2ccc([N+](=O)[O-])cc2)cc1 (stereo unspecified)	26%	.	0	13%	-2	5%	-2%	5%
O=C(CN1C(=O)S/C(=C/c2cccnc2)C1=O)N1CCOCC1	1%	9%	5	2%	4	6%	21%	-1%
O=C(/C=C/c1ccc(Cl)cc1Cl)NCCSCc1ccccc1	7%	.	10	5%	-5	8%	4%	-6%
C=C(NS(=O)(=O)c1ccc(C)cc1)C(=O)OC	16%	-20%	23	11%	5	0%	-11%	-1%
NC(=S)Nc1ncc(C(F)(F)F)cc1Cl	2%	-11%	-17	16%	-1	0%	-7%	-3%
Cn1c(SCC(=O)NC2CCCC2)nnc1C(F)(F)F	4%	-18%	0	3%	0	-3%	-1%	-2%
Cc1[nH]n(-c2ccccc2)c(=O)c1C=Nc1ccc2[nH]c(=O)[nH]c2c1	8%	-4%	-7	-5%	-8	3%	3%	1%
Cc1cc(N2CCN(c3nc4ccccc4s3)CC2)n2ncnc2n1	-11%	20%	53	-1%	10	3%	4%	11%
COc1ccc(C2/C(=C(/O)c3ccc4c(c3)CC(C)O4)C(=O)C(=O)N2Cc2cccnc2)cc1 (stereo unspecified)	-8%	19%	-2	-2%	-4	3%	-6%	-11%
Cc1cc(C(=O)N/N=C/C(Cl)=C/c2ccccc2)c(C)o1	-14%[1.82 µM]	21%	-11	10%	-16	4%	2%	-6%
COc1ccc(CNC(=O)c2ccc(Sc3ccc(Cl)cc3)c(NC(C)=O)c2)c(OC)c1	22µM*	43%	.	.	2	.	17%	.
Cc1cccc(C)c1NC(=O)CC(NCc1ccco1)C(=O)O (stereo unspecified)	6%	-2%	41	2%	5	12%	-12%	-4%
Cc1ccc(S(=O)(=O)Oc2ccc(C3C4=C(CCCC4=O)OC4=C3C(=O)CCC4)cc2)cc1	10%	-3%	19	7%	-5	-4%	-8%	-1%
C=CCNc1nc(Nc2ccc(OC)cc2OC)nc(OCC)n1	10%	12%	21	-9%	-2	1%	-2%	-15%
O=C(O)CCCCCCNC(=O)c1cncc(O)c1	8%	-14%	4	0%	0	0%	-2%	7%
Cc1cc(C)nc(NC(=O)c2ccc(Cl)c(Cl)c2)n1	7%	-9%	-20	-4%	-8	-8%	12%	4%
COc1ccc(N(CC(=O)NCc2ccccc2C)S(=O)(=O)c2ccc(C)cc2)cc1OC	4%	-4%	6	1%	16	-9%	10%	3%
CC(=O)c1ccc(NS(=O)(=O)c2ccc([N+](=O)[O-])cc2)cc1	-8%	17%	-4	12%	4	0%	3%	-4%
Later entries:
SMILES	TDP43 rescue	FUS suppressor	D3 antag	EPAC2 ag	DRD3 agonist	EPAC2 antag	Abeta yeast res	aSyn rescue
CCc1nnc(NC(=O)CSc2nnc(C3CC3)n2C)s1	-23%	21%	9	5%	4	8%	5%	11%
COc1cc(-c2c(C#N)c(=O)[nH]c3c2c(C)nn3-c2ccccc2)ccc1O	-1%	9%	?	10%	-4	2%	-5%	-7%
Cc1cc(C)cc(N2CN=c3s/c(=C\c4ccco4)c(=O)n3C2)c1	16%	3%	15	4%	1	2%	22%	1%
CCNC(=S)NS(=O)(=O)c1ccccc1	11%	7%	-58*	-5%	1	5%	17%	-3%
CC(C)(C)S(=O)N1Cc2cc(CO)cc(CCO)c2[C@H]1CCO (stereo partly specified)	15%	-8%	0	-1%	5	-10%	1%	0%
CC(C)c1cc(C(=O)O)c2ccccc2n1	-3%	-10%	1	-2%	0	0%	9%	-2%
O=C(O)Cc1ccc(NC(=O)c2ccc(NC(=O)C3CC3)cc2)cc1	-25%	25%	-13	-1%	-10	-14%	-16%	-2%
CCOc1ccc(NC(=O)COc2ccccc2C(=O)NCc2ccccc2)cc1	0%	29%	6	-3%	4	-4%	-5%	-3%[1.84 µM]
CCCCC(=O)N(C)c1c(C)nc2ccc(C(=O)N3CCN(S(=O)(=O)CC)CC3)cn12	26%	-27%	4	1%	3	0%	1%	0%
C#CC(C)(CC)NC(=O)c1cc2nc(C3CC3)cc(C(F)(F)F)n2n1 (stereo unspecified)	.	31%	48	-2%	8	-3%	-2%	0%
Cc1nnc(SCC(=O)N2CCc3ccccc32)n1-c1ccccc1	3%	28%	10	4%	5	6%	-2%	2%
CCCCCn1c(CCCNC(=O)c2ccc(Cl)cc2)nc2ccccc21	15%	1%	.	.	-8	.	8%	.
O=C(CSc1ncn[nH]1)NC12CC3CC(CC(C3)C1)C2	-9%	-12%	0	0%	-4	-4%	-2%	-4%
C/C(=N/NS(=O)(=O)c1ccc(Cl)cc1)c1ccc2c(c1)OCO2	10%	2%	23	4%	2	-17%	?	15%
Cc1nc(N)c(C#N)c(-c2ccccc2Cl)c1C	5%	-5%	-17	4%	-2	-7%	5%	3%
COc1ccc(Cl)cc1NC(=O)c1cccc(NC(=O)CCC(=O)O)c1	23%	.	-25	5%	-1	-1%	23%	-6%
Cc1c(C)c(C)c(C(=O)c2ccc(NC(=O)c3ccccc3C(=O)O)cc2)c(C)c1C	21%	18%	?	6%	-3	3%	5%	12%
